Compound activity deposited in PubChem BioAssay by National Center for Advancing Translational Sciences (NCATS).
APEX1 inh – APE1 (human) endonuclease inhibition | P27695 | recombinant APE1, TAMRA/BHQ-2 abasic DNA cleavage fluorescence | Potency, µM (titrated, usually from 65.8 µM), for the others: at the highest dose activity change, negative = inhibition, most hits filed as inhibitors | 350,000 compounds, 0.35% hits | AID 2517;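 note: potency is the fitted concentration of half-maximal effect; plate controls were vehicle for no effect and reference inhibitor for full effect; nearly all actives have a fitted effect of over 55% in size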
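Endonuclease cleavage of a quenched abasic-site DNA duplex (50 nM) by APE1 (0.75 nM) was tracked by TAMRA dequenching. Compounds were preincubated with enzyme 15 min at room temperature; data normalized to buffer-only and DMSO wells plus NSC13755 control.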
BLM helicase inh – blocks DNA unwinding by human BLM helicase. P54132. recombinant BLM DNA unwinding, fluorescence dequenching. Potency, µM (titrated, usually from 56.1 µM), for inactives: top-dose activity change, negative = inhibition, hits mostly inhibitors. 350,000 compounds, 0.2% hits;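 note: potency is the fitted concentration of half-maximal effect; plate controls were vehicle for no effect and no enzyme for full effect; nearly all actives have a fitted effect of over 35% in size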
GRP78 ERSR act – ER stress response induction in glioma; U87-MG GRP78 promoter luciferase reporter, 16 h; Potency, µM, inactives show at the top dose activation, actives largely listed as activators; 420,000 compounds, 0.02% hits; note: potency is the fitted concentration of half-maximal effect; series mostly up to about 76 µM; % of control where 0% means no effect; nearly all actives have a fitted effect of over 35% in size
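Stably transfected U87-MG human glioma cells carrying a GRP78-based luminescent sensor were seeded at 1000 cells/well, pin-dosed with compounds and incubated 16 h. Luciferase reagent was then added, and end-point luminescence was read after 10 min at room temperature.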
LDHA block – blocks human lactate dehydrogenase A | P00338 | purified LDHA, NADH/diaphorase-resazurin fluorescence; stronger effect = lower value | activity change, % (values are at about 110 or 230 µM) | 480,000 compounds, 0.15% hits; in the data active = activity change below about -30%; inconclusive = mostly about -25% to -30%;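 note: plate controls were DMSO wells for no effect and wells without enzyme for full effect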
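Human LDH5 (2 nM) was incubated with 0.06 mM NADH and 0.2 mM pyruvate for 5 min at room temperature in Tris pH 7.4. Remaining NADH was coupled through diaphorase/resazurin, and resorufin fluorescence was read at 0 and 20 min.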
Pol iota inh – DNA polymerase iota (human) inhibition; Q9UNA4; Pol iota fluorescent replication assay, 10 min; Potency, µM (top dose mostly 115 µM), for the others: at the highest dose activity, negative = inhibition, usual class: inhibitors; 390,000 compounds, 1% hits; AID 588590; note: potency is the fitted concentration of half-maximal effect
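Pol iota at 10 nM preincubated 15 min with compounds at room temperature; reaction started with fluorescent substrate, 50 nM final. Fluorescence read kinetically at 0 and 10 min; buffer-only wells as negative control.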
Pol eta inh – inhibitors of human DNA polymerase eta; recombinant Pol eta, fluorescent DNA replication assay; 390,000 compounds, 1.2% hits; Potency, µM (titrated, usually from 114 µM), inactives show at the highest dose activity change, negative = inhibition, usual class: inhibitors; note: potency is the fitted concentration of half-maximal effect; % is set by controls: 0 for no effect and ±100 for the full control effect
Target sequence (Q9Y253 whole entry, looked up): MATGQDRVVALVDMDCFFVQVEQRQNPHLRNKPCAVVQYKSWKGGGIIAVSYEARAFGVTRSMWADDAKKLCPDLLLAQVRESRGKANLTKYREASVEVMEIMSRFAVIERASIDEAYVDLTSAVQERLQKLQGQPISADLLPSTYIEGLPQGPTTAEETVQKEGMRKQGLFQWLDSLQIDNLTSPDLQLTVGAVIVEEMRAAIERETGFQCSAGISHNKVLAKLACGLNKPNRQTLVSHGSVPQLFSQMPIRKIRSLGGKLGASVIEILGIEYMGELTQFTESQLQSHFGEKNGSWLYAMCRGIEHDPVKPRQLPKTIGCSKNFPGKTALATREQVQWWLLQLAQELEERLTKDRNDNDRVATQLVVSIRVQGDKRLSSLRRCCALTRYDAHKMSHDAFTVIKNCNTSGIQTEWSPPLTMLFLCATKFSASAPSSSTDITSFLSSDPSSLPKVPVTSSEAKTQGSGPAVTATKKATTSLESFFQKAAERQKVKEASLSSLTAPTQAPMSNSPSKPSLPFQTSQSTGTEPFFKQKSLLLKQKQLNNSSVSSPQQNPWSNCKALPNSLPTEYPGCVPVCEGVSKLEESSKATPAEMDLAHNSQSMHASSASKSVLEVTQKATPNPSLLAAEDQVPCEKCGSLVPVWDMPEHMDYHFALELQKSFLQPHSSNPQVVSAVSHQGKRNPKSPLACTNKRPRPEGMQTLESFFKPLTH
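Fluorescent replication assay: 50 nM final substrate added after a 15 min room-temperature compound preincubation with 10 nM enzyme. Signal taken at 0 min and again at 10 min.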
Pol beta inh – DNA polymerase beta (human) inhibition. Pol beta primer extension/strand displacement, fluorescence kinetic. P06746. AID 485314. Potency, µM (doses to about 114 µM), for the others: at the top dose activity change, negative = inhibition, usual class: inhibitors. 340,000 compounds, 1.3% hits; note: potency is the fitted concentration of half-maximal effect; % is set by controls: 0 for no effect and ±100 for the full control effect
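Kinetic readout of DNA synthesis with strand displacement by Pol beta. Compound and 10 nM enzyme sit 15 min at room temperature; 50 nM substrate starts the reaction, read immediately and at 10 min.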
Pol kappa inh – blocks human DNA polymerase kappa activity; Q9UBT6; purified Pol kappa, fluorescent DNA synthesis assay, 10 min; Potency, µM (doses to about 107 µM), for inactives: at the highest dose activity, negative = inhibition, most hits filed as inhibitors; 400,000 compounds, 0.53% hits; note: potency is the fitted concentration of half-maximal effect; % is set by controls: 0 for no effect and ±100 for the full control effect
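Enzyme at 10 nM met test compounds for 15 min at room temperature. Substrate addition (50 nM final) began the reaction, which was monitored by fluorescence at 0 and 10 min.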
Apoferritin bind – candidate novel general anesthetic via apoferritin binding; Potency, µM (doses to about 77.5 µM), for the others: at the highest dose activity change, negative = displacement, most hits filed as inhibitors; P02791; apoferritin/1-aminoanthracene competitive binding, fluorescence; 350,000 compounds, 0.074% hits; AID 485281; note: potency is the fitted concentration of half-maximal effect; % is set by controls: 0 for no effect and ±100 for the full control effect; nearly all actives have a fitted effect of over 20% in size
Target sequence (P02791 2-175 limits assumed): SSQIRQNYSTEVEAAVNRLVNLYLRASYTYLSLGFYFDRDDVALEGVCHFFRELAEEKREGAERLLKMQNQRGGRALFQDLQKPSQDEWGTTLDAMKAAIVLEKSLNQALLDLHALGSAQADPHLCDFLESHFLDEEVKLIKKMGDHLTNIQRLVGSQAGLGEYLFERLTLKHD
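Horse-spleen apoferritin (10 uM) in 50% saturated 1-aminoanthracene in PBS was incubated 10 min at room temperature with compound. Fluorescence (ex 380, em 535 nm) was normalized to free and bound 1-AMA, with concentration-response fitted by a four-parameter Hill equation.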
Numbers without * were called inactive; ? = inconclusive; · = no result given; & = joins results of further samples; [ ] = remark or other dose. Unless noted, calls come from the whole dose curve; as a rule, active = well fitted curve in the direction sought with a large enough effect; inconclusive = small, poorly fitted or top-dose-only effect, or another doubt; inactive = no such curve, though single readings can be large; an effect the other way counts as inactive or inconclusive.

Order of values: APEX1 inh | BLM helicase inh | GRP78 ERSR act | LDHA block | Pol iota inh | Pol eta inh | Pol beta inh | Pol kappa inh | Apoferritin bind
#1 COc1ccc(-c2nc3ccccc3n3c(-c4cccc(C)c4)c4c(=O)n(C)c(=O)n(C)c4c23)cc1
  · | -11% | 0% | -12 | -17% | -4% | -20% | -17% | -11%
#2 Cc1cccc(COC(=O)Nc2ccc(NC(=O)c3ccccc3Cl)cc2)c1
  -6% | -5% | -5% | -12 | 9% | -1% | -2% | -14% | -8%
#3 Cc1nnc(SCC2=C(C(=O)O)N3C(=O)C(NC(=O)C(C)n4nc(C(F)(F)F)cc4C)C3SC2)s1 (configuration not stated)
  -6% | 4% | -2% | -6 | -19% | 22µM* | 18µM* | -33% | -12%
#4 COc1cc(-c2cc3n(C)c(C)c(CCC(=O)NC4CCCCC4)c(=O)n3n2)cc(OC)c1OC
  · | -3% | 0% | -7 | 23% | -17% | 29% | -7%[60.1 µM] | 0%
#5 CCCCn1c(N)c(N(CCOC)C(=O)c2c(CC)noc2C)c(=O)[nH]c1=O
  9% | · | -3% | -6 | -28% | 9% | · | -1% | ·
#6 COc1ccc(NS(=O)(=O)c2csc(C(N)=O)c2)cc1OC
  85%[activator] | -1% | -4% | -6 | 153%[activator] | -3% | 12% | -9% | 6%
#7 COc1ccc(N(CC(=O)N2CCN(c3ccc(Cl)cc3)CC2)S(=O)(=O)c2c(C)n[nH]c2C)cc1
  ? | -14% | -1% | -10 | 22% | -5% | -3% | -4% | -20%
#8 Cc1ccccc1-c1nc(-c2ccccn2)no1
  -1% | -6% | -15% | 0 | -8% | -10% | -1% | -5% | ?
#9 COc1ccc(CC(=O)NC(C)c2ccc(Cl)c(Cl)c2)cc1S(=O)(=O)N1CCOCC1 (configuration not stated)
  · | · | -2% | -5 | 4% | -13% | · | -10% | ·
#10 Cc1ccc(CNC(=O)CNS(=O)(=O)c2ccc(Br)s2)cc1
  38%[12.4 µM] | -2% | -5% | -1 | 51%[activator] | -23% | 15% | -8% | -12%
#11 COc1ccc(-c2cc(-c3nc4ccccn4c3NCc3ccccc3)ccc2OC)cc1
  -6% | · | -12% | -1 | -21% | -11% | · | -20% | ·
#12 CC1CCc2sc(C(=O)N3CCN(c4ncccn4)CC3)cc2C1 (configuration not stated)
  · | · | 2% | -1&-9 | -9% | -1% | · | -1% | ·
#13 Cc1ccc(C)c(S(=O)(=O)N(C)C2CCS(=O)(=O)C2)c1 (configuration not stated)
  6% | · | -3% | -7 | 6% | -23% | · | -6% | ·
#14 O=C(O)CCCC(=O)Nc1ccc(N2CCCC2)cc1
  -5% | 2% | -6% | 22 | ? | 13µM* | -2% | 35µM* | -7%
#15 COc1ccc(NC(=O)c2sc3nc(C)nc(N4CCN(c5ccccn5)CC4)c3c2C)cc1Cl
  -17% | -5% | 4% | -5 | -2% | -2% | 5% | -12% | 10%
#16 COc1ccc(NC(=O)CN(C)C(=O)c2cc(C3CC3)nn2-c2ccccc2)cc1
  -5% | · | -2% | 1 | -7% | 7% | · | 7% | ·
#17 Cc1cc2ccccc2c(=O)n1CC(=O)NCC(=O)N1CCCC(C)C1 (configuration not stated)
  5% | -3% | -3% | -1 | 0% | -12% | 4% | 4% | -3%
#18 O=c1[nH]n(-c2ccccn2)c(=O)c2ccccc12
  -2% | -1% | 4% | 0 | 14% | 0% | 6% | -2% | -19%
#19 CC(=O)c1cnc2c(-c3ccccc3)c(-c3ccccc3)nn2c1C
  34% | -4% | -1% | -7 | 6% | -2% | 4% | -10% | -6%
#20 COc1ccc(OC)c(NS(=O)(=O)c2ccc3c(c2)n(C)c(=O)n3C)c1
  5% | 0% | 2% | 3 | 12% | -1% | 0% | 5% | -5%
#21 CC1CCc2[nH]c3ccc(C(=O)NCCCOC(C)C)cc3c2C1 (configuration not stated)
  0% | -9% | -4% | -1 | 64%[activator] | -26% | 5% | -18% | -9%
#22 CN(C)c1ccc(CNCCC2(O)CCOC(C)(C)C2)cc1 (configuration not stated)
  -6% | -6% | -4% | 8 | 40% | -2% | 7% | 0% | 5%
#23 O=C(Nc1cccnc1)c1noc2c1CCCC2
  -5% | -1% | 2% | 2 | 3% | -17% | 8% | -5% | -3%
#24 Cc1cccc(N2CCN(S(=O)(=O)c3cc(C(=O)Nc4ccc(Oc5ccccc5)cc4)ccc3F)CC2)c1C
  · | -2% | -1% | -3 | 9% | -18% | -1% | 3%[60.1 µM] | 2%
#25 COc1cc(OC)cc(C(=O)NCc2ccc3c(c2)CCN3C(=O)c2ccccc2)c1
  · | -3% | -4% | -1 | 17% | -22% | -19% | -6%[60.1 µM] | -6%
#26 Cc1ccc2nc(/C(C#N)=C\c3ccc(N4CCCCC4)c([N+](=O)[O-])c3)[nH]c2c1
  1% | -9% | -1% | -3 | ? | -14% | 25µM* | -11% | ?
#27 CCOc1ccc(C(C(=O)NCC2CCCO2)N(Cc2ccccc2)C(=O)c2snc(C(N)=O)c2N)cc1 (configuration not stated)
  32% | -8% | -2% | -4 | 30%[activator] | -16% | 14% | 2% | -13%
#28 O=S(=O)(Nc1cc(S(=O)(=O)N2CCOCC2)ccc1O)c1ccc2c(c1)OCCCO2
  39%[activator] | · | -6% | 4 | ? | -3% | · | 7% | ·
#29 O=C(Cc1ccc(NC(=O)C2CCCN(C(=O)C3CCCCC3)C2)cc1)Nc1ccc(C(=O)N2CCOCC2)cc1 (configuration not stated)
  · | · | -4% | 1 | 25% | -15% | · | 2% | ·
#30 CC(C)C(=O)NC(c1ccc(N(C)C)cc1)c1ccc2cccnc2c1O (configuration not stated)
  · | · | -1% | 7 | 20% | · | · | -6% | ·
#31 Cc1ccc(NC(=O)CCNS(=O)(=O)c2cc(Br)cnc2N)cc1Cl
  -6% | -7% | -6% | -3 | -11% | -14% | -22% | -17% | -17%
#32 CO/N=C/NC(=O)c1cn(-c2ccc(F)cc2)c(=O)c2ccccc12
  -1% | 7% | -2% | -2 | 19% | -8% | -2% | -13% | -15%
#33 CCOc1ccc(C(=O)CN2C(=O)NC3(CCCCCC3)C2=O)cc1
  -3% | · | 2% | -11 | 5% | 0% | · | -2% | ·
#34 Cc1cc(NC(=O)c2ocnc2C)no1
  -2% | 1% | -2% | -7 | 40%[activator] | -10% | -1% | 0% | -7%
#35 CN(CCc1ccccc1)C(=O)c1ccc(NC(=O)Cc2cccc(NC(=O)C3CCN(C(=O)c4ccccc4)CC3)c2)cc1
  · | · | -5% | -4 | 36% | -24% | · | 6% | ·
#36 CC(C)(C)c1ccc(Oc2coc3cc(OCC(=O)O)ccc3c2=O)cc1
  -3% | -1% | -10% | 3 | -13% | -11% | 34% | -8% | -13%
#37 Cc1ccc(S(=O)(=O)N2CCC(C(=O)NCCCN3CCCCCC3)CC2)cc1
  1% | -7% | 1% | 0 | -12% | -12% | ? | -6% | -22%
#38 Cc1ccccc1OCC(O)Cn1c(N2CCN(c3ccccc3)CC2)nc2c1c(=O)[nH]c(=O)n2C (configuration not stated)
  15% | -3% | -3% | 0 | -1% | -7% | 51% | -17% | -11%
#39 Oc1ccc(N=C/C=C/c2ccc(Br)cc2)cc1-c1nc2ccccc2s1
  -7% | -28% | · | · | · | · | 13µM* | · | -10%
#40 O=C(CSc1nc(-c2ccco2)cc(C(F)(F)F)n1)N1CCN(Cc2ccccc2)CC1
  -9% | -2% | -6% | 2 | 8% | -15% | 24% | 7% | ?
#41 CCOc1ccc(C2CC(=O)Nc3c2c(=O)nc(SCc2ccccc2C)n3C)cc1OC (configuration not stated)
  · | -3% | -1% | -8 | -14% | -6% | 0% | -15% | -9%
#42 COc1cc(/C=N/NC(=O)c2ccc([N+](=O)[O-])cc2Cl)cc(Br)c1O
  1% | -2% | -4% | -4 | 14% | -17% | 2% | -4% | -6%
#43 COCCNC(=O)CN(C(=O)CCC(=O)Nc1ccccn1)c1ccc(OC)cc1
  16% | -13% | 0% | 1 | -26% | -8% | -28% | 9% | -3%
#44 COC(=O)C1=C(C)n2nnnc2NC1c1ccc(Cl)cc1 (configuration not stated)
  3% | -1% | -4% | 0 | -2% | -7% | 10% | -21% | 0%
#45 Nc1scn[n+]1Cc1cccc2cccnc12
  1% | -6% | -4% | -1 | -1% | -6% | 12% | 9% | 3%
#46 Cn1c(Cn2c(=O)sc3ccccc32)nnc1SCC(=O)NC1CCCC1
  -2% | 5% | -3% | -5 | 11% | -6% | 34% | -8% | 8%
#47 Cc1ccccc1N(C=O)c1ccccc1C
  · | · | -3% | -4 | -1% | -12% | · | -19% | ·
#48 CCOC(=O)c1cccc(NC(=O)c2nn(-c3ccc(OC)cc3)c(=O)c3c2c2ccccc2n3C)c1
  · | -3% | · | -7 | 6% | · | 30% | 2% | 10%
#49 Cc1cc(C)c(NC(=S)NC(=O)c2ccc(-c3ccccc3)cc2)c(C)c1
  5% | -9% | -5% | -2 | 2% | -22% | -29% | -8% | 0%
#50 Cc1cccc(C(=O)NCCc2sc(-c3ccccc3)nc2C)c1
  · | -11% | -1% | -1 | 20% | -13% | -11% | -5%[60.1 µM] | -4%
#51 Cc1ccc(-c2cc(C(=O)N3CCN(c4ccccc4O)CC3)c3ccccc3n2)cc1
  -6% | · | 2% | -4 | 19% | -13% | · | -8% | ·
#52 COc1cc(/C=C(/C#N)C(=O)Nc2cc(C(F)(F)F)ccc2Cl)ccc1OCC(=O)Nc1cccc(C(F)(F)F)c1
  · | · | -2% | -7 | -8% | 1% | · | -5% | ·
#53 Cn1cccc1-c1nc2ccccc2[nH]1
  1% | -3% | 2% | -1 | 174%[activator] | -12% | 12% | 6% | -2%
#54 CCOc1cc(C(=O)N2CCN=C2SC)cc(OCC)c1OCC
  1% | -1% | -1% | -3 | 28% | -11% | 9% | -1% | 4%
#55 CCn1cc(CNC(=S)Nc2cccc(Cl)c2C)cn1
  15% | -2% | -3% | -7 | 92%[activator] | 7% | 22% | -20% | -8%

Only part of the results is shown (hit frequency here may not be typical).
